Cav3 T inh: blocks human Cav3.2 T-type calcium channel; 100,000 tested, 4% active; AID 449739; Cav3.2-expressing cells, Fluo-4 calcium fluorescence FDSS; active compounds read low; O95180; B-score at 10 µM;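 active means single-dose well whose peak fluorescence ratio is a statistical outlier from its plate by either plate-standardised score or position-corrected B-score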
Target sequence (O95180 whole entry, looked up): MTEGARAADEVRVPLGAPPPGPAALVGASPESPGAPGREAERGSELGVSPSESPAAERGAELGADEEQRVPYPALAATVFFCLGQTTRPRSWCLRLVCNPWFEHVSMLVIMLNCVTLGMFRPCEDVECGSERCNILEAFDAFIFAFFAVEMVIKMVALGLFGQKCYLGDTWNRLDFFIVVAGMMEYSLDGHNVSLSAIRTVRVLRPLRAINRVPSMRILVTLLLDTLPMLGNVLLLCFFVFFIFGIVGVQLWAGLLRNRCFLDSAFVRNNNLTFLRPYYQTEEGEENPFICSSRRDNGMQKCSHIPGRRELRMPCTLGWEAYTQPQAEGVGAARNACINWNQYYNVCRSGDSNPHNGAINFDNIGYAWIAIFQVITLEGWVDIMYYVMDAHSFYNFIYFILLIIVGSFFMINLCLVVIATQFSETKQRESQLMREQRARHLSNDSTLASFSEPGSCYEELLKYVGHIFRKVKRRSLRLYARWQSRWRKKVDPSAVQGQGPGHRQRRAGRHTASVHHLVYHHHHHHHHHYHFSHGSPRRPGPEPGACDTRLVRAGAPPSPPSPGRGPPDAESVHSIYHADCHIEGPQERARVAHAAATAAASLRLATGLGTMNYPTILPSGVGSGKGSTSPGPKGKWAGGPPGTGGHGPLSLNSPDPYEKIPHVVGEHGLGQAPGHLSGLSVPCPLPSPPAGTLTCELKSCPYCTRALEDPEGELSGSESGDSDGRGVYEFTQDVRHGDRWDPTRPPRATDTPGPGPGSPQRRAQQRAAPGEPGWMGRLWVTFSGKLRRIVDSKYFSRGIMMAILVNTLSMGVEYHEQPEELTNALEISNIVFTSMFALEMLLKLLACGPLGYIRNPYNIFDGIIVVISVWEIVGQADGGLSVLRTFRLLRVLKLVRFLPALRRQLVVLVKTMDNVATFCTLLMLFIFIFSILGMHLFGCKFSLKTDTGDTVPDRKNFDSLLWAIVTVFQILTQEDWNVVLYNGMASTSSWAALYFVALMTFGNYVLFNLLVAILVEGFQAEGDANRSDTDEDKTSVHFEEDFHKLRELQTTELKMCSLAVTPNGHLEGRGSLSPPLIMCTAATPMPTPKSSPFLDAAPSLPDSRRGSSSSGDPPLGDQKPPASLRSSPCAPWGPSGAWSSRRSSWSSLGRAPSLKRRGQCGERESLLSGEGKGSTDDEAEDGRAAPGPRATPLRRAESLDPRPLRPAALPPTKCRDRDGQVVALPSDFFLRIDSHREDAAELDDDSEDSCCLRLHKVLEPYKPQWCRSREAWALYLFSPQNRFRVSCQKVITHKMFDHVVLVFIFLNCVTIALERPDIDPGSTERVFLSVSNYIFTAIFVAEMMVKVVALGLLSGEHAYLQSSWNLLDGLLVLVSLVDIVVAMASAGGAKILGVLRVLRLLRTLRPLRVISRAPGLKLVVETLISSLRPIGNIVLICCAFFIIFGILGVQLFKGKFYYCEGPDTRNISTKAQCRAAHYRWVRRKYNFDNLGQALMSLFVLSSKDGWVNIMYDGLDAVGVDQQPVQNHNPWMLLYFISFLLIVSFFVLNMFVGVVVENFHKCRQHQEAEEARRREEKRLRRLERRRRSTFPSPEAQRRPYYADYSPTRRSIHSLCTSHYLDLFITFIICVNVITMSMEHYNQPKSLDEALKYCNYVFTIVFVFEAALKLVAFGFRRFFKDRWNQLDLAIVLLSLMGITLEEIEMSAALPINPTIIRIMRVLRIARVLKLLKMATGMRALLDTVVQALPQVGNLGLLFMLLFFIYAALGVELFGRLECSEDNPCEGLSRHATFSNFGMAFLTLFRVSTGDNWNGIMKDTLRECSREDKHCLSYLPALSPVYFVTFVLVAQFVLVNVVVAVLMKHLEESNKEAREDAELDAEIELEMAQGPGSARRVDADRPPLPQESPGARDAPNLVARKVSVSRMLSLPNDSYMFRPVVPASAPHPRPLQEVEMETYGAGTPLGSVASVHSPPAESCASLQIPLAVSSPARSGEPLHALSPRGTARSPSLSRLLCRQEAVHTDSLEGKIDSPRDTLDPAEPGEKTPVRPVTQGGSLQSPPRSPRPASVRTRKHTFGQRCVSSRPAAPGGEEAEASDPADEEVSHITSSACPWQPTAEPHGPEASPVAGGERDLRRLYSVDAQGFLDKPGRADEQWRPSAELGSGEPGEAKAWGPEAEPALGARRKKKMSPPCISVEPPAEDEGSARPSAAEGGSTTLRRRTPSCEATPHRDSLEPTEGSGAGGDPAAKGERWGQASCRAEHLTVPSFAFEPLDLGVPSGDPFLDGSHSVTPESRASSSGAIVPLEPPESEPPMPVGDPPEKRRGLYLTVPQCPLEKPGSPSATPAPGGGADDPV
* hit, by the source's call.

SMILES	Cav3 T inh
O=C(CCN1C(=O)COc2ccccc21)NCCN1CCOCC1	0.76
Cc1cc(OCC(=O)O/N=C(\N)Cc2cccs2)ccc1Br	0.12
Cc1ccccc1-c1ccc(=O)n(CC(=O)Nc2ccc(C(=O)N3CCCC3)cc2)n1	0.64
CC(C)C(=O)Nc1c2c(nc3c1CCC3)CCCC2	-0.7
COCCOC(=O)C1=C(C)NC(=O)NC1C1CC=CCC1 (configuration not stated)	-0.48
COc1ccccc1-c1nc2s/c(=C\c3cccs3)c(=O)n2n1	0.43
COc1ccc(N(CC(=O)N/N=C/c2ccc(-c3ccc([N+](=O)[O-])cc3)o2)S(=O)(=O)c2ccc(C)cc2)cc1Cl	-4.1
COC(=O)c1cccc(NC(=O)C23CC4CC(C2)CC(n2cncn2)(C4)C3)c1	0.53
COc1cccc(N(CC(=O)Nc2ccccc2C)S(C)(=O)=O)c1	1
O=C1C=C(NC2CC2)C2(CCCCC2)O1	0.0054
CC(C)C[C@H](N)c1cn([C@@H](Cc2cc3ccccc3[nH]2)C(=O)N2CCNCC2)nn1	0.4
CC(C)NC(=O)C1(O)c2ccccc2NC(=O)N1c1ccc(Cl)c(Cl)c1 (configuration not stated)	-0.5
CN(C)c1ccc(/C=N/Nc2ccc(-n3ccnc3)nn2)cc1	-0.062
O=C(Nc1nonc1NC(=O)C1CCCCC1)C1CCCCC1	-0.87
CCN1CCN(c2ccc(NC(=O)COc3ccccc3Cl)cc2)CC1	0.76
CCCCn1nnnc1SCC(=O)NCc1ccccc1	0.52
COCCN1C(=O)N[C@@H](c2ccc(Br)cc2)C(C(C)=O)=C1C	-1
O=C(CSCc1ccccc1Cl)NNC(=O)c1ccccc1	-0.23
CCSc1nc2c(c(=O)[nH]c(=O)n2C)n1C	0.04
CC(C)n1c(SCC(=O)Nc2ccccc2N2CCOCC2)nc2c1c(=O)n(C)c(=O)n2C	-0.38
COc1ccc(C)cc1N(CC(=O)O)S(=O)(=O)c1ccc(C)cc1	0.1
COc1ccc(-c2cc(C(F)(F)F)nc(S(C)(=O)=O)n2)cc1OC	1.9
Cc1ccccc1OCc1nc2c3cnn(C)c3ncn2n1	-0.24
Clc1cccc(N2CCN(Cc3nc(-c4ccccc4)no3)CC2)c1	-1.6
COc1ccc(Cn2c(C)c(C)c(C#N)c2NC(=O)Nc2ccc(Cl)cc2)cc1	0.0019

Laid out differently: results already given.
mol,Cav3 T inh
O=C1C=C(NC2CC2)C2(CCCCC2)O1,0.0054
CC(C)C[C@H](N)c1cn([C@@H](Cc2cc3ccccc3[nH]2)C(=O)N2CCNCC2)nn1,0.4
CC(C)NC(=O)C1(O)c2ccccc2NC(=O)N1c1ccc(Cl)c(Cl)c1 (configuration not stated),-0.5
CN(C)c1ccc(/C=N/Nc2ccc(-n3ccnc3)nn2)cc1,-0.062
O=C(Nc1nonc1NC(=O)C1CCCCC1)C1CCCCC1,-0.87
CCN1CCN(c2ccc(NC(=O)COc3ccccc3Cl)cc2)CC1,0.76
CCCCn1nnnc1SCC(=O)NCc1ccccc1,0.52
COCCN1C(=O)N[C@@H](c2ccc(Br)cc2)C(C(C)=O)=C1C,-1
O=C(CSCc1ccccc1Cl)NNC(=O)c1ccccc1,-0.23
CCSc1nc2c(c(=O)[nH]c(=O)n2C)n1C,0.04
CC(C)n1c(SCC(=O)Nc2ccccc2N2CCOCC2)nc2c1c(=O)n(C)c(=O)n2C,-0.38
COc1ccc(C)cc1N(CC(=O)O)S(=O)(=O)c1ccc(C)cc1,0.1
COc1ccc(-c2cc(C(F)(F)F)nc(S(C)(=O)=O)n2)cc1OC,1.9
Cc1ccccc1OCc1nc2c3cnn(C)c3ncn2n1,-0.24
Clc1cccc(N2CCN(Cc3nc(-c4ccccc4)no3)CC2)c1,-1.6
COc1ccc(Cn2c(C)c(C)c(C#N)c2NC(=O)Nc2ccc(Cl)cc2)cc1,0.0019

Later entries:
SMILES	Cav3 T inh
CS(=O)(=O)N(CC(=O)N1CCN(c2ccccc2)CC1)c1cc(C(F)(F)F)ccc1Cl	-4.3*
CSc1nc(Oc2ccc(=O)n(C)n2)nc(N(C)C)n1	-0.16
COc1ccc2oc(=O)c(-c3nnc(NCc4ccco4)s3)cc2c1	-1.5
CN1C(C(=O)NCc2cccc(C(F)(F)F)c2)CC2Cn3c(nc4ccccc43)C21 (configuration not stated)	0.21
Cc1cccc(N(CC(O)CN(C)C)S(=O)(=O)c2ccccc2)c1 (configuration not stated)	1.1
COc1ccc(/C=C/C(=O)NC(C)C)cc1Br	-0.24
Cc1[nH]c(=O)[nH]c(=O)c1NC(=O)c1cccs1	0.12
CCOc1ccc2[nH]c(=O)c(CN(CC3CCCN3CC)C(=O)NCc3ccccc3)cc2c1 (configuration not stated)	-0.62
Cc1cc2n(n1)C(c1ccc3c(c1)OCO3)Nc1ccccc1-2 (configuration not stated)	-1.5
Cn1c(=O)n(C)c2cc(S(=O)(=O)O)ccc21	0.052
O=C(O)C1CC(=O)N(C2CCCCC2)C1c1ccccc1 (configuration not stated)	0.3
COCCNC(=O)c1ccc2c(=O)n(CCOC)c(=O)[nH]c2c1	-0.021
C=CCOC(=O)C1=C[C@@H](c2ccc(Br)cc2)[C@H](CCCO)[C@@H](OCC)O1	-2.5
Cc1nnc(SCC(=O)Nc2nccs2)[nH]c1=O	1.3
Cc1ccc2nc(N3CCN(Cc4nnnn4Cc4ccccc4)CC3)c(C#N)cc2c1	-2.5
COC(=O)c1cccc(S(=O)(=O)N(Cc2ccco2)Cc2cc3ccc(OC)cc3[nH]c2=O)c1	-0.15
COc1ccc(Cc2nnc(NC(=O)c3ccc(Cl)c([N+](=O)[O-])c3)s2)cc1	-1.3
Cc1cc(C)cc(N(CC(=O)N2CCc3ccccc32)S(=O)(=O)c2c(C)noc2C)c1	-5.5*
CCCNC(=O)C1CCN(S(=O)(=O)c2ccc3nc4c(c(C(=O)O)c3c2)CCCCC4)CC1	-0.75
CC(=O)C1C(c2ccc(Cl)cc2)NC(=O)NC1(O)C(F)(F)F (configuration not stated)	0.96
O=C(O)CCCNc1ccc(S(=O)(=O)Nc2ccccc2C(=O)O)cc1C(=O)O	0.89
CO[C@H]1C=CO[C@@]2(C)Oc3c(C)c(O)c4c(O)c(c5c(nc6cc(C)ccn65)c4c3C2=O)NC(=O)C(C)=CC=C[C@H](C)[C@H](O)[C@@H](C)[C@@H](O)[C@@H](C)[C@H](OC(C)=O)[C@@H]1C	-0.021
Cc1nn(C)c(C)c1NC(=O)CSc1nnc(C)n1-c1ccccc1	-0.012
CCOc1ccccc1C(=O)N(CN1CCCC1=O)c1ccc(C)c(Cl)c1	0.1
CCOC(=O)N1CCN(C(=O)Cn2ccc3c(OC)cccc3c2=O)CC1	0.51
SMILES	Cav3 T inh
CP(=O)(COC(=O)c1ccccc1)COC(=O)c1ccccc1	1.1
Cc1cc(C)n(Cc2ccc(C(=O)O)cc2)n1	-2
COc1ccccc1/C=C/CN1CC(C)OC(C)C1 (configuration not stated)	0.16
Cc1cc2cc(CCNS(C)(=O)=O)c(=O)[nH]c2cc1C	0.37
CCCC(=O)n1nc(-c2cccnc2)nc1N	-0.15
Cn1c(-c2c(N)n(CCCc3ccccc3)c3nc4ccccc4nc23)nc2ccccc21	-1.7
Cc1cc(N/C=C2\CCCCC2=O)no1	-1
CSC(=NC#N)N1CCN(c2ccccc2)CC1	0.25
O=[N+]([O-])c1ccc(N2CCN(S(=O)(=O)c3ccccc3)CC2)cc1NCc1cccnc1	0.93
COc1ccc(C2C3=C(OC(C)=O)c4ccccc4C3=Nc3c2c(=O)n(C)c(=O)n3C)cc1 (configuration not stated)	-0.77
CC1CC(C)CN(S(=O)(=O)c2ccc(NC(=O)C3COc4ccccc4O3)cc2)C1 (configuration not stated)	-4.1
COc1ccc(C(C)NC(=O)C2C(=O)NC3(C)CC2c2ccccc2O3)cc1 (configuration not stated)	-1.1
Cc1ccccc1Nc1nc(-c2sc(NC(=O)c3ccccc3)nc2C)cs1	-1.3
CCOC(=O)c1ccc(NC(=O)N2CCN(C3CCCCC3)CC2)cc1	0.43
Fc1ccc(NCc2cccnc2)cc1F	-0.019
CC(C)C[C@H](NC(=O)c1nc[nH]c1C(=O)N1CCC(C)CC1)C(=O)OCc1ccccc1	-2.3
Cc1cc(C)n(CCOc2nonc2N)n1	0.03
O=C(CN1CCC(Cc2ccccc2)CC1)Nc1ccc2c(c1)OCCO2	-4.1*
O=C(O)CCN1C(=O)CC2(CCCCC2)C1=O	0.32
COCc1cc(C)nc(N2CCN(c3ccccc3)CC2)c1C#N	-4.5*
CCOC(=O)CSc1nc2c(cnn2-c2ccc(C)cc2)c(=O)[nH]1	-0.041
O=C(Nc1ccc2oc(-c3ccc4ccccc4c3)nc2c1)c1cccs1	0.95
CC1=CC(C)C2C(=O)N(O)C(=O)C2C1 (configuration not stated)	0.53
N#Cc1ccc(Oc2cc(C(F)(F)F)nc(-c3ccccn3)n2)cc1	-0.066
CCOC(=O)C(NC(=O)C1CCCN1C(=O)OCc1ccccc1)C(=O)OCC (configuration not stated)	0.22
SMILES	Cav3 T inh
Cc1ccc2c(c1)sc1nc(=O)n(-c3cccc(Cl)c3)c(=O)n12	-0.034
Cc1ccc(Cn2ncn3c(cc4ccccc43)c2=O)cc1	-2.4
CCCn1c(=O)c2c(nc(Br)n2CCC)n(C)c1=O	0.37
COc1cc(CCCN2C(N)=NC[C@@H]2Cc2ccccc2)cc(OC)c1OC	0.56
Cn1c(SCC(=O)N2c3ccccc3Sc3ccccc32)nnc1-c1ccco1	-0.47
CCN(c1ccc(C)c(C)c1)S(=O)(=O)c1c(C)[nH]c(=O)[nH]c1=O	0.87
CCC(C)(C(=O)NC1CCCCC1)N(Cc1ccco1)C(=O)Cc1cccs1 (configuration not stated)	-4.7*
CCOC(=O)N1CCN(C(=O)c2ccc(N(Cc3ccccc3)S(C)(=O)=O)cc2)CC1	0.83
CC(C)NC(=O)NC(=O)CSc1ncc(C(F)(F)F)cc1Cl	-0.6
CS(=O)(=O)N(CC(=O)N1CCCCCC1)Cc1ccc(Cl)cc1	0.12
C=CCOc1c(Br)cc(CNc2ccc(NC(=O)CCC)cc2)cc1OCC	-5.4*
COc1cccc2oc(-c3ccco3)cc(=O)c12	-0.35
O=S(=O)(Nc1ccc2c(c1)nc1n2CCOC1)c1ccccc1	0.065
COc1ccc(Cl)cc1Nc1nc(NCCO)nc(N2CCCCC2)n1	-0.06
Cc1cccc(NC(=O)CC2SC(=O)N(c3ccccc3)C2=O)c1 (configuration not stated)	-1.1
O=C(CCCN1C(=O)c2ccccc2C1=O)Nc1nccs1	-0.0056
CC(NC(=O)Cn1cc(C(=O)C2CC2)c2ccccc21)c1ccccc1 (configuration not stated)	-0.49
O=C(CSc1nnnn1-c1ccccc1)Nc1nsc(-c2ccccc2)n1	-0.88
O=C(Oc1ccc(-c2cnc3ccccc3n2)cc1)c1cc([N+](=O)[O-])ccc1Cl	1.1
O=S(=O)(/C=C/c1ccccc1)N1CCN(c2ccccc2)CC1	0.59
Cc1nn(C(=O)Cn2ccc([N+](=O)[O-])n2)c(C)c1Br	2.2
CCC(Sc1nc2sc(C(=O)OC)c(C)c2c(=O)n1N)C(=O)NCC1CCCO1 (configuration not stated)	-0.1
O=C(CSc1ncn[nH]1)Nc1ccc(Br)cc1F	0.17
CCOC(=O)N1CCN(C(=O)CSc2nc3c(cnn3-c3ccc(Cl)cc3)c(=O)[nH]2)CC1	0.89
Nc1ccc(-n2nncc2-c2ccco2)cc1	0.98
SMILES	Cav3 T inh
CCOC(=O)c1csc(NC(=O)c2ccc(S(=O)(=O)N3CCCC3)cc2)n1	0.086
CC(NC(=O)CCSc1nc(-c2ccco2)cc(C(F)(F)F)n1)c1ccccc1 (configuration not stated)	-6*
CCOC(=O)c1csc(NC(=O)C(C)(C)C)n1	-0.0059
Cc1ccc(-n2nnc3c(=O)n(Cc4ccccc4C)cnc32)cc1	1
Cc1ccc(-n2c3c(cc(C(=O)NCCCN4CCOCC4)c2=O)C(=O)CC(C)(C)C3)cc1	0.86
COc1ccc(C(C)C)cc1S(=O)(=O)Nc1ccccn1	0.39
Cc1ccc(C)n1-c1cc(S(=O)(=O)N2CCOCC2)ccc1N1CCCC1	-1.1
CCC1(CC)C(=O)Nc2ccccc21	1.7
CCN(CC)S(=O)(=O)c1ccc(NC(=O)c2ccc(CN3CCOCC3)cc2)cc1	-0.38
CC(NC(=O)c1ccc(Cl)s1)C1CCCO1 (configuration not stated)	0.062
Cc1cc(=O)oc(C)c1C(=O)N1CCc2c([nH]c3ccccc23)C1C(C)C (configuration not stated)	0.0088
O=C(Cn1cc2c(n1)CCCC2)N1CCCC1	0.79
CCOc1ccc(N(C(C)C(=O)N/N=C(\C)c2cccc(NC(=O)c3ccccc3)c2)S(C)(=O)=O)cc1 (configuration not stated)	-10*
COc1ccccc1-c1nc(-c2ccc(Br)cc2)no1	-1.6
CCOC(=O)C1=C(C)N(C)C(=O)NC1c1cccc([N+](=O)[O-])c1 (configuration not stated)	-0.29
Cc1cc(C)n(Cc2ccc(C(=O)NCCC3=CCCCC3)o2)n1	0.89
COC(=O)c1cccnc1NC(=S)NNC(=O)c1ccncc1	0.047
CCN(C(=O)Cc1ccccc1OC)c1nnc(-c2ccncc2)s1	0.3
COc1c(Cl)cc(C(=O)O)cc1Cl	-1.8
O=C(COc1ncnc2c(Cl)cc(Cl)cc12)NCCC1=CCCCC1	-0.13
Cn1c(SCC(=O)Nc2nccs2)nnc1-c1ccc(S(=O)(=O)N2CCCC2)cc1	2.1
Cc1nc(SCC(=O)Nc2ccc3c(c2)OCO3)c(C#N)c2c1CCCC2	0.32
CC(=O)NCC12CC3CC(C1)CC(C(=O)O)(C3)C2	-0.15
Cc1cc2c(nc1C)CCCN2C[C@@H](C)O/N=C1/[C@H]2CCn3c(=O)n(-c4ccccc4)c(=O)n3[C@H]2[C@H](O)[C@@H]2O[C@H]12	-0.49
Cn1c(=O)c2c(nc(NCc3ccco3)n2C/C=C/c2ccccc2)n(C)c1=O	-1.5
CCOC(=O)C1C(=O)CC(C)(O)C(C(=O)OCC)C1c1ccc(F)cc1 (configuration not stated)	0.036
CSc1nnc([C@@H](NC(=O)OC(C)(C)C)C(C)C)o1	0.2
CCOC(=O)N1CCN(C(=O)CN(c2ccc(OC)cc2)S(C)(=O)=O)CC1	0.32
CC(C)NC(=O)CSCc1c(F)cccc1Cl	0.85
O=S(=O)(c1cc(Cl)ccc1Cl)n1nnc2ccccc21	0.39

Not all compounds are listed; count on the stated rates, not on these rows.
